Vif-APOBEC3F blk: inhibitors of Vif-A3F interaction; HeLa A3F-eYFP + Vif (tagged APOBEC3F with the HIV-1 protein that degrades it), YFP fluorescence increase; Potency, µM (top dose mostly 46.1 µM), inactives show at the top dose activity, negative = active; actives 0.2% (n = 390,000); AID 602313; note: potency is the fitted concentration of half-maximal effect; % of control where 0% means no effect; nearly all actives have a fitted effect of over 65% in size
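HeLa cells stably expressing A3F-eYFP plus Vif, plated and incubated overnight at 37 deg C, then exposed to compounds overnight at 37 deg C. Blocked degradation read as raised yellow fluorescence (Ex 488/Em 500-530).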
D2 potentiator: D2 dopamine receptor (human) potentiation; HEK293 T-REx D2, calcium flux, EC20 dopamine potentiation; P14416; actives 0.34% (n = 340,000); potentiation, % at 10 µM;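 active = potentiation over 3 SD above the plate norm, cut at about 30% in these data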; note: 0% is about no effect
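Tetracycline-induced HEK293 T-REx cells force-coupled to calcium signalling expressed D2; compounds were pin-added after a 10 s baseline, read kinetically 180 s, then an EC20 dopamine challenge followed with a further 180 s calcium read.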
D1 antagonist: human D1 dopamine receptor antagonism; P21728; HEK293 TREx D1 cells, calcium flux, dopamine EC80; hits give low values; activity change, negative = inhibition, % at 10 µM; actives 3.2% (n = 360,000); AID 504652; in the data active = activity change below about -30%; note: % is set by controls: 0 for no effect and ±100 for the full control effect
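HEK293 T-REx cells expressing inducible, force-coupled D1 receptor; no-wash Ca dye, 30–90 min RT. Cmpd → 180 s read at 1 Hz → EC80 DA → 180 s read.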
Vif-A3G inh: blocks the Vif interaction with human APOBEC3G; Q9HC16; HeLa A3G-eYFP + Vif (tagged APOBEC3G with the HIV-1 protein that degrades it), YFP fluorescence, overnight; Potency, µM (series often up to 46.1 µM), for inactives: at the highest dose activity, negative = active, most hits filed as inhibitors; actives 0.076% (n = 410,000); AID 602310;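 note: potency is the fitted concentration of half-maximal effect; % is set by controls: 0 for no effect and ±100 for the full control effect; nearly all actives have a fitted effect of over 60% in size; hits raise eYFP signal because A3G escapes Vif-driven loss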
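HeLa cells stably expressing Vif and C-terminally eYFP-tagged A3G, seeded overnight at 37 deg C, then exposed to compound by pintool overnight at 37 deg C. Rise in yellow fluorescence (Ex 488/Em 500-530, Acumen) marks blocked Vif-driven A3G degradation.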
GRP78 ERSR act: ER stress response induction in glioma. actives 0.02% (n = 420,000). AID 602332. Potency, µM, inactives show top-dose activation, usual class: activators. U87-MG GRP78 promoter luciferase reporter, 16 h; note: potency is the fitted concentration of half-maximal effect; series mostly up to about 76 µM; % of control where 0% means no effect; nearly all actives have a fitted effect of over 35% in size
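Stably transfected U87-MG human glioma cells carrying a GRP78-based luminescent sensor were seeded at 1000 cells/well, pin-dosed with compounds and incubated 16 h. Luciferase reagent was then added, and end-point luminescence was read after 10 min at room temperature.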
D1 PAM: potentiators of human D1 dopamine receptor. AID 504651. potentiation, % at 10 µM. actives 0.036% (n = 360,000). P21728. HEK293 TREx D1 cells, calcium flux, dopamine EC20 potentiation; in the data active = potentiation above about 30%; note: 0% is about no effect
LDHA block: LDHA (human) enzyme inhibition. purified LDHA, NADH/diaphorase-resazurin fluorescence; hits give low values. AID 1347041. activity change, % (values are at about 110 or 230 µM). P00338. actives 0.15% (n = 480,000); in the data active = activity change below about -30%; inconclusive = mostly about -25% to -30%;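 note: plate controls were DMSO wells for no effect and wells without enzyme for full effect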
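LDH5 2 nM; NADH 0.06 mM, pyruvate 0.2 mM; 200 mM Tris pH 7.4, EDTA, Tween-20; 5 min RT. Detection: diaphorase 0.133 mg/mL + resazurin 37 µM, fluorescence ex540/em590 at 0 and 20 min; normalized to enzyme-free and DMSO wells.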
D1 ag: activates the human D1 dopamine receptor; P21728; HEK293 T-REx D1 cells, calcium flux, agonist mode; activation, % at 2 µM; actives 1% (n = 360,000); AID 504660; in the data active = activation above about 30%; note: 0% is about no effect
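Agonism was scored from calcium flux recorded over 180 s (1 read/s) after pintool compound addition, following a 10-cycle baseline. Cells were inducible force-coupled HEK293 TREx D1, plated overnight at 30 C and loaded with no-wash calcium dye.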
RXFP1 ag: RXFP1 (human) receptor agonism | Q9HBX9 | HEK293T-RXFP1 cAMP TR-FRET, 30 min; response scale: percent of porcine relaxin response, buffer zero | Potency, µM (highest dose often 57.5 µM), inactives show top-dose activation, hits mostly activators | actives 0.3% (n = 370,000) | AID 2676; note: potency is the fitted concentration of half-maximal effect; % is set by controls: 0 for no effect and ±100 for the full control effect; nearly all actives have a fitted effect of over 60% in size; many of its hits are not listed in these tables
Target sequence (Q9HBX9 whole entry, looked up): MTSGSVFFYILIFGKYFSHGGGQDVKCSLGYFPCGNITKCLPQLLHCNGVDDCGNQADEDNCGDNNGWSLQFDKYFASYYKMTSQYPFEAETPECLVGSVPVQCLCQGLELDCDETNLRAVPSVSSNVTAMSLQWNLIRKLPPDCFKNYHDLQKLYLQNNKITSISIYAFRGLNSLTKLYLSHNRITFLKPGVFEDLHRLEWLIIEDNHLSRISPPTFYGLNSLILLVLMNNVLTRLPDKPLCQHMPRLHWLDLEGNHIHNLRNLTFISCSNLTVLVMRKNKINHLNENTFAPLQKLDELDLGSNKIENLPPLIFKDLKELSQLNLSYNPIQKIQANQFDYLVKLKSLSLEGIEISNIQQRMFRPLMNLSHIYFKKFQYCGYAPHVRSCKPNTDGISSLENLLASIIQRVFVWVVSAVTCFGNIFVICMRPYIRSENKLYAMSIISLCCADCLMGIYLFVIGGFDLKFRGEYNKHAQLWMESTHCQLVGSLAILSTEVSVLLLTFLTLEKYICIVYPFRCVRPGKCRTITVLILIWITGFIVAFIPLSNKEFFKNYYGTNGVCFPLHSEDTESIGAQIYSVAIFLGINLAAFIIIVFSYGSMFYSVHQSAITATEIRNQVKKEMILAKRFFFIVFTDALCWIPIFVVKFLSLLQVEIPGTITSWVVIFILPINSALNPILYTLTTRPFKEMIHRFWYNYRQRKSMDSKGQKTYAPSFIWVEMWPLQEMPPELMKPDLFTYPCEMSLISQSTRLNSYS
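Agonist response is measured as cAMP accumulation in an RXFP1-transfected HEK293T line under PDE4 inhibition. Values are scaled between buffer-only and 29 nM porcine relaxin, and EC50s come from standard Hill equation fits.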
Starred values were filed as active, the others as inactive; ? = inconclusive; . = not tested or not shown; & = joins results of further samples. Unless noted, calls come from the whole dose curve; as a rule, active = well fitted curve in the direction sought with a large enough effect; inconclusive = small, poorly fitted or top-dose-only effect, or another doubt; inactive = no such curve, though single readings can be large; an effect the other way counts as inactive or inconclusive. Some of the compounds tested; rates above refer to the full screens.

SMILES	Vif-APOBEC3F blk	D2 potentiator	D1 antagonist	Vif-A3G inh	GRP78 ERSR act	D1 PAM	LDHA block	D1 ag	RXFP1 ag
CCOC(=O)/C(C#N)=C1/SC(C)C(=O)N1c1ccc(Br)cc1 (configuration not stated)	-1%	-5	-2	-5%	2%	2	-1	3	0.9%
CCN(c1ccccc1)S(=O)(=O)c1ccc(OC)c(NC(=O)COc2ccc(C(C)=O)cc2)c1	?	-6	6	0%	-2%	-5	-3	2	-0.2%
Cc1cc(=O)[nH]c(N/N=C/c2ccc(F)cc2)n1	-12%	9	7	2%	11%	0	4	2	0.2%
CCOc1ccc(-n2c(C)nc3cc(C(=O)NCCCN4CCOCC4)ccc32)cc1	0%	-20	-52*	0%	2%	-3	-6	1	-0.3%
CC(C)CCCCCCNC(=S)Nc1ccc(S(=O)(=O)N2CCOCC2)cc1	-1%	1	-6	-13%	-4%	7	0	6	0.3%
Brc1cccc(-c2cnco2)c1	3%	18	-6	-3%	-3%	3	-14	1	-0.3%
COc1cc(OC)cc(C(=O)NN2CCOCC2)c1	3%	-7	11	4%	-3%	-8	-3	3	2.3%
CCN(C(=O)CN1C(=O)S/C(=C\c2ccccc2Cl)C1=O)C1CCS(=O)(=O)C1 (configuration not stated)	3%	.	.	0%	6%	.	-1	.	.
Cc1cccc(C(=O)NC(=S)Nc2ccc(Cc3ccncc3)cc2)c1	-6%	-2	6	-4%	7%	1	1	9	0.1%
CCOC(=O)c1c(C)[nH]c(C)c1S(=O)(=O)N1CCC(C(=O)N2CCN(c3ccc(F)cc3)CC2)CC1	1%	-11	11	-1%	-3%	-2	-1	0	0.2%
Cc1ccc(C(=O)NNC(=O)COC(=O)COc2ccccc2C#N)cc1	1%	2	-3	0%	-2%	-8	0	3	-0.8%
Nc1c(C(=O)Nc2ccc(Cl)c(C(=O)O)c2)sc2nc3c(cc12)CCCC3	4%	-2	-62*	0%	-4%	-8	6	13	23%
O=C(CCC1N=C2c3ccccc3N=C(SCC(=O)Nc3cccc(Cl)c3)N2C1=O)NCc1ccco1 (configuration not stated)	0%	3	10	-4%	-1%	-2	0	1	6.2%
O=C(O)c1cc(-n2nnnc2SCc2ccc([N+](=O)[O-])cc2)ccc1Cl	5%	10	1	2%	-3%	0	-10	0	2.8%
COc1ccc(-c2cc(OC(=O)c3cccc(Cl)c3)c3c(C)oc(C)c3c(=O)c2)cc1	5%	7	2	5%	-2%	-3	10	3	1.3%
CCN1CCN(C(=S)c2ccc(Cl)c(Cl)c2)CC1	13%	-2	12	-10%	-1%	-2	-6	0	1.4%
COc1ccc(C(=O)COC(=O)c2ccc3c(c2)OCCO3)c(OC)c1	-1%	4	-4	3%	1%	-6	-5&2	2	1.8%
O=C(Nc1ccc(NC(=O)C2CCCCC2)nc1)c1cccc(F)c1	-4%	-12	-9	0%	-2%	-7	-6	26	0.6%
CC/C(=N\NC(=O)c1ccc(N(C)C)cc1)c1ccccc1	7%	-14	4	0%	1%	-3	2	1	-0.4%
CCc1ccc(/C=N/NC(=O)c2cc(C)on2)s1	?	-19	3	-4%	0%	-4	-5	-2	0.5%

Three entries from above, with values under each structure.
Values run as follows: Vif-APOBEC3F blk | D2 potentiator | D1 antagonist | Vif-A3G inh | GRP78 ERSR act | D1 PAM | LDHA block | D1 ag | RXFP1 ag
COc1ccc(C(=O)COC(=O)c2ccc3c(c2)OCCO3)c(OC)c1
    -1% | 4 | -4 | 3% | 1% | -6 | -5&2 | 2 | 1.8%
O=C(Nc1ccc(NC(=O)C2CCCCC2)nc1)c1cccc(F)c1
    -4% | -12 | -9 | 0% | -2% | -7 | -6 | 26 | 0.6%
CC/C(=N\NC(=O)c1ccc(N(C)C)cc1)c1ccccc1
    7% | -14 | 4 | 0% | 1% | -3 | 2 | 1 | -0.4%

Further structures.
SMILES	Vif-APOBEC3F blk	D2 potentiator	D1 antagonist	Vif-A3G inh	GRP78 ERSR act	D1 PAM	LDHA block	D1 ag	RXFP1 ag
CCN(CC)CCOC(=O)C(Cc1ccco1)Cc1cccc2ccccc12 (configuration not stated)	-19%	.	.	0%	-4%	.	-15	.	.
Cc1ccc(NC(=S)N2CCC(c3nc4ccccc4s3)CC2)cc1C	-3%	-13	-7	0%	2%	-6	-8	1	1.1%
CCOC(=O)c1ccc(CN(Cc2ccc(F)cc2)S(=O)(=O)c2cc(C(=O)Nc3ccccc3CC)ccc2F)cc1	6%	-4	6	3%	-1%	-2	0	12	4.0%
Cc1ccc(C)c(-n2c3nc(=O)[nH]c(=O)c-3cc3cc([N+](=O)[O-])ccc32)c1	?	2	-12	?	-11%	4	36	3	7.7%
CCc1ccc(N(CC)C(=O)CCn2cnc3onc(-c4ccc(F)cc4)c3c2=O)cc1	2%	-7	-6	0%	-2%	2	-2	2	-0.3%
O=C(Nc1ccc(-n2cccn2)cc1)C1CCCCN1Cc1cccc2c1OCO2 (configuration not stated)	-9%	17	11	?	-5%	-4	-4	4	-0.7%
COc1cc(NC(=O)c2cc3sccc3n2C)cc(OC)c1	0%	-7	-3	1%	9%	-2	6	1	-2.3%
O=S1(=O)CCN2C(=N1)Sc1c2ccc2c1CCCC2	0%	-2	27	-1%	7%	-3	2	3	2.3%
C#Cc1ccc([C@@H]2C=C(C(=O)NCc3nc4ccccc4[nH]3)O[C@H](OCC)[C@H]2CCCO)cc1	1%	-5	-5	-12%	-2%	1	-3	6	0.0%
O=C(CSc1ccc([N+](=O)[O-])cn1)Nc1ccc(N2CCOCC2)c(Cl)c1	0%	-4	-35*	0%	-1%	-5	-7	15	-1.8%
CCc1ccc(-c2cc(C(=O)Nn3cnnc3)c3ccccc3n2)cc1	1%	11	8	1%	-10%	-7	1	5	2.4%
CCN(Cc1cc2cc(C)ccc2[nH]c1=O)C(=O)c1cccc([N+](=O)[O-])c1	3%	12	1	0%	-1%	-4	1	3	2.8%
CNc1nc(N)c([N+](=O)[O-])c(NC2CCCCC2)n1	-1%	12	10	-1%	4%	1	0	23	3.4%
COC(=O)c1cccc(NC(=O)c2ccc(S(=O)(=O)N(C)c3ccccc3OC)cc2)c1	0%	.	.	0%	-6%	.	-5	.	.
COCCN(CC(=O)NC1CCCCC1)C(=O)CCCC(=O)Nc1ccccn1	4%	-1	-6	3%	-1%	3	-2	2	-0.2%
Cc1ccc(CNc2ncnc3onc(-c4ccc(F)cc4)c23)cc1	2%	4	-24	-5%	-4%	-5	0	32*	-0.8%
CCCNC(=O)C1CCC(Cn2c(=O)c3sccc3n(CC(=O)N(CC)CC)c2=O)CC1 (configuration not stated)	4%	5	22	2%	-3%	1	1	6	1.6%
O=S(=O)(Nc1ccc2c(c1)OCO2)c1cccs1	-4%	4	-2	-5%	-5%	1	10	1	-0.5%
O=C(/C=C/c1ccco1)Nc1ccc2nn(-c3ccccc3)nc2c1	11%	5	-8	-1%	0%	-5	2	2	1.1%
CC(C)Oc1ccccc1C1CC(=O)Nc2cc3c(cc21)OCCO3 (configuration not stated)	-15%	-4	3	?	-7%	3	7	0	6.9%

In the list so far, these contain a furan ring, fused or not.
SMILES	Vif-APOBEC3F blk	D2 potentiator	D1 antagonist	Vif-A3G inh	GRP78 ERSR act	D1 PAM	LDHA block	D1 ag	RXFP1 ag
O=C(CCC1N=C2c3ccccc3N=C(SCC(=O)Nc3cccc(Cl)c3)N2C1=O)NCc1ccco1 (configuration not stated)	0%	3	10	-4%	-1%	-2	0	1	6.2%
COc1ccc(-c2cc(OC(=O)c3cccc(Cl)c3)c3c(C)oc(C)c3c(=O)c2)cc1	5%	7	2	5%	-2%	-3	10	3	1.3%
CCN(CC)CCOC(=O)C(Cc1ccco1)Cc1cccc2ccccc12 (configuration not stated)	-19%	.	.	0%	-4%	.	-15	.	.
O=C(/C=C/c1ccco1)Nc1ccc2nn(-c3ccccc3)nc2c1	11%	5	-8	-1%	0%	-5	2	2	1.1%

(more compounds)
SMILES	Vif-APOBEC3F blk	D2 potentiator	D1 antagonist	Vif-A3G inh	GRP78 ERSR act	D1 PAM	LDHA block	D1 ag	RXFP1 ag
COC(=O)c1cccc(COC(=O)CNC(=O)c2ccco2)c1	-7%	-10	-4	1%	-2%	1	0	1	-0.1%
COc1cc(NC(=O)CN2C(=O)C(c3ccc(C)cc3)=NC23CCCCC3)cc(OC)c1	.	1	4	.	.	4	-2	4	-0.2%
COC(=O)c1ccc(NC(=O)c2ccc3nsnc3c2)cc1	-1%	-18	-10	1%	-3%	-5	-2	4	-0.6%
CCOC(=O)c1ccc2c(c1)nc(-c1ccccn1)n2CC	3%	6	2	-3%	0%	-2	2	6	-3.5%
O=[N+]([O-])c1cccc(/C=N\N2CCN(c3ccc(Cl)cc3)CC2)c1	-4%	-29	-4	-2%	0%	3	-1	0	0.2%
O=c1c2[nH]c3ccccc3c2ncn1CCC1=CCCCC1	-4%	-9	9	-2%	?	5	-2	-1	19%
COC(=O)c1ccc(COc2ccc(/C=N/NC(=O)C(=O)Nc3ccc(OC)cc3)cc2OC)o1	2%	-5	10	1%	-10%	-2	-6	5	0.4%
CCn1c(SCC(=O)Nc2cc(C)on2)nc2c([nH]c3ccccc32)c1=O	-22%	2	-22	2%	-3%	-1	-2	3	8.0%
COC(=O)c1c(N)n(-c2ccc(OC)c(OC)c2)c2nc3ccccc3nc12	-6%	0	-4	-6%	-3%	0	-3	-1	4.5%
Oc1ccc(F)c2cccnc12	6%	0	17	?	-12%	6	31	0	-3.0%
O=C(O)CC1(CC(=O)Nc2ccc3c(c2)OCCCO3)CCCCC1	?	9	0	2%	0%	4	-5	4	2.3%
Cc1cccc(Cn2c(=O)n(CCc3ccccc3)c(=O)c3c(C)c(C)sc32)c1	.	2	4	.	.	4	-3	1	0.1%

Assay outcomes (PubChem BioAssay)
